# Compound activity as filed in PubChem.
# IMPase Li inh: qHTS Assay for Identifying the Cell-Membrane Permeable IMPase Inhibitors: Potentiation with Lithium; CHO-M1 cells, IP1 TR-FRET (IP-One), carbachol + lithium; actives 0.35% (n = 210,000); Potency, µM (titrated, usually from 59.4 µM), for the others: at the top dose activity, negative = IMPase inhibition, most hits filed as inhibitors;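 note: IP1 builds up when IMPase is blocked and the TR-FRET signal falls; potency is the fitted concentration of half-maximal effect; plate controls were basal vehicle for no effect and high inhibitor control for full effect; nearly all actives have a fitted effect of over 50% in size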
#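 Readout is a homogeneous TR-FRET IP1 immunoassay (Ex 320, Em 665 and 620), where raised cytosolic IP1 lowers signal. Cells were CHO-M1 treated 30 min at 37C with test compounds plus a little lithium; AC50 values came from Hill-equation fitting.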
# Lamin A splicing: qHTS Assay for Modulators of Lamin A Splicing | AID 1487, 2009 | HeLa LMNA splicing GFP/RFP minigene ratio, 48 h | Potency, µM (titrated, usually from 46.1 µM), inactives show top-dose ratio change, negative = inhibition, most hits filed as inhibitors | actives 0.01% (n = 200,000); active = well fitted inhibition curve with a large enough effect in the signal ratio, with a control signal flat, not every such curve was filed as active; inconclusive = small, poorly fitted or top-dose-only effect, or effect the other way, or a change in a side signal; the % refers to the signal ratio; note: potency is the fitted concentration of half-maximal effect; % is set by controls: 0 for no effect and ±100 for the full control effect
#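 S3 HeLa stable clones carrying a lamin A-EGFP splicing minigene plus DsRed2 were seeded at 600 cells/well in Opti-MEM with 2% FBS, pin-dosed and incubated 48 h at 37°C. Acumen cytometry (488 nm) gave the GFP/RFP total-intensity ratio.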
# Epigenetic reg: Quantitative High-Throughput Screen for Regulators of Epigenetic Control. murine LDR cells, GFP reporter derepression, 30 h. Potency, µM (top dose mostly 53.9 µM), without a hit: at the top dose GFP activation, usual class: activators. actives 0.2% (n = 280,000). AID 1865, 2009; note: potency is the fitted concentration of half-maximal effect; % of control where 0% means no effect; nearly all actives have a fitted effect of over 60% in size
#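 In this reporter-derepression format, murine cells bearing a silenced integrated CMV-GFP locus incubate with test compound (30 h, 37 C), then are washed and imaged; fluorescent objects of 20–120 um count as induced cells.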
# NPSR antag: qHTS Assay for Antagonists of the Neuropeptide S Receptor: cAMP Signal Transduction; Q6W5P4; actives 1% (n = 220,000); CHO-NPSR cells, cAMP TR-FRET, antagonist mode; AID 1461, 2008; Potency, µM (doses to about 38.3 µM), inactives show at the top dose activity change, negative = inhibition, usual class: inhibitors; note: potency is the fitted concentration of half-maximal effect; % is set by controls: 0 for no effect and ±100 for the full control effect; nearly all actives have a fitted effect of over 50% in size; many of its hits are not listed in these tables
# CBFb RUNX1 block: qHTS Assay for Compounds Blocking the Interaction Between CBF-beta and RUNX1 for the Treatment of Acute Myeloid Leukemia; Potency, µM (top dose mostly 59.8 µM), for the others: at the top dose activity, negative = inhibition, actives largely listed as inhibitors; AID 1477, 2009; Runt-related transcription factor 1 (Homo sapiens) + Core-binding factor subunit beta …; 230,000 tested, under 10 active; AlphaScreen CBFb-His/RUNX1-biotin binding, biochemical; note: % of control where 0% means no effect
# Target sequence (Q01196 whole entry, looked up): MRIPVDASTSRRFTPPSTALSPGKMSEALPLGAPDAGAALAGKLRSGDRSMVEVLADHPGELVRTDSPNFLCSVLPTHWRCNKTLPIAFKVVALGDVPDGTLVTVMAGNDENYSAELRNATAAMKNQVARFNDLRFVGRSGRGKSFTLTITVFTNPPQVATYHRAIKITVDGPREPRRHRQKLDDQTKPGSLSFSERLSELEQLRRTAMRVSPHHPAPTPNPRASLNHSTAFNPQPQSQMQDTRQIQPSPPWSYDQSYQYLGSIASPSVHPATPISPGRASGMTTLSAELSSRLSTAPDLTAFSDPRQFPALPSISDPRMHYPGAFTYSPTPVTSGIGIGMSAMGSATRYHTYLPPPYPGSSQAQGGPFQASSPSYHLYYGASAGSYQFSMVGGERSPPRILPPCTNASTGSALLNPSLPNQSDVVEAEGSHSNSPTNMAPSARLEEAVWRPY
# Target sequence (Q13951 whole entry, looked up): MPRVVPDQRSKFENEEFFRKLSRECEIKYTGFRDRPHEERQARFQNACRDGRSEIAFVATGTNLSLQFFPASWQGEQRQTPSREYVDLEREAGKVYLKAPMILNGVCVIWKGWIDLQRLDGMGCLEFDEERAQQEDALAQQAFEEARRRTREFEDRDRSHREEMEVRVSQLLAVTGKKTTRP
#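 Bead-based AlphaScreen assay; binding partners His-tagged CBF-beta and biotinylated RUNX1 at 30 nM each. Compound exposure 15 min after a 20-min protein preincubation; bead step 90 min; all steps at room temperature.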
# GLA spleen mod: qHTS Assay for Inhibitors and Activators of Human alpha-Galactosidase From Spleen Homogenate | Potency, µM (doses to about 80 µM), inactives show at the top dose activity change, negative = inhibition, most hits filed as inhibitors | actives 0.008% (n = 240,000) | Alpha-galactosidase A (Homo sapiens), P06280 | human spleen homogenate, 4MU-alpha-Gal fluorescence, 40 min;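 note: potency is the fitted concentration of half-maximal effect; 0% = enzyme with vehicle and -100% = no enzyme basal signal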
# Target sequence (P06280 32-429 limits assumed): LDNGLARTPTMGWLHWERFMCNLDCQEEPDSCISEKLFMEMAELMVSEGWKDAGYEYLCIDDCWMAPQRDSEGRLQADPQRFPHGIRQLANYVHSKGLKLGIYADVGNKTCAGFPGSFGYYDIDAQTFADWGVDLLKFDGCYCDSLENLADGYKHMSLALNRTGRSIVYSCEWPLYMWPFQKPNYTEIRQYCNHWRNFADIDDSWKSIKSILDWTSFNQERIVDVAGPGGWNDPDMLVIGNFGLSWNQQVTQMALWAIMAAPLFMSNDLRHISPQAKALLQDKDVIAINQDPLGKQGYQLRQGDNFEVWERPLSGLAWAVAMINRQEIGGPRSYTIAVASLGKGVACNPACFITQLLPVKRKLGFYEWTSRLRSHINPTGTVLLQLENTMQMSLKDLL
#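 Inhibition or activation of alpha-galactosidase in human spleen homogenate is scored by 4-MU fluorescence after 40 min at 37C, pH 5.0, with 1 mM substrate. AC50s come from concentration-response fitted to the Hill equation.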
# KinaseGlo FLuc: Counterscreen for Luciferase (Kinase-Glo TM) Inhibition; Luciferin 4-monooxygenase (Photuris pensylvanica), Q27757; Potency, µM (highest dose often 38.3 µM), without a hit: at the top dose activity change, negative = inhibition, actives largely listed as inhibitors; actives 0.28% (n = 200,000); AID 1379, 2008; Kinase-Glo luciferase, ATP luminescence, 8 min; note: potency is the fitted concentration of half-maximal effect; % is set by controls: 0 for no effect and ±100 for the full control effect; nearly all actives have a fitted effect of over 60% in size
#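 Recombinant Kinase-Glo luciferase, 10 uM ATP (linear range), luciferin; imidazole pH 7.2 / KCl / MgCl2 / Tween / BSA buffer; 8 min RT; luminescence.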
# The depositor's hits bear a star; ? = inconclusive; . = not tested or not shown; & = joins results of further samples; [ ] = dose if it differs, or a comment. Unless noted, calls come from the whole dose curve; as a rule, active = well fitted curve in the direction sought with a large enough effect; inconclusive = small, poorly fitted or top-dose-only effect, or another doubt; inactive = no such curve, though single readings can be large; an effect the other way counts as inactive or inconclusive. Some of the compounds tested. The share of hits here may be higher or lower than overall.
item	Molecule	CBFb RUNX1 block	IMPase Li inh	Epigenetic reg	Lamin A splicing	NPSR antag	GLA spleen mod	KinaseGlo FLuc
1	O=S1(=O)CC2NC(=S)N(c3cccc(Br)c3)C2C1 (configuration not stated)	16.2%	.	-0.3%	.	16.4%	5.7%	.
2	COc1ccc(CCNC(=O)C2CCN(Cc3nc(-c4ccccc4F)oc3C)CC2)cc1OC	1.8%	-5.2%[38.3 µM]	-1.8%	?	0.9%[46.1 µM]	0.9%	-1.9%
3	CC(C)(C)C(=O)NC(=S)Nc1cc(C(=O)O)ccc1Cl	11.5%	-6.3%[38.3 µM]	5.8%	-7.1%	-6.3%[46.1 µM]	1.7%	-5.4%
4	Cc1cccn2c(=O)c(C=O)c(N3CCN(c4ccc(F)cc4)CC3)nc12	2.5%	11.2%	-1.8%	?	-0.8%	-5.3%	1.2%
5	CC(=O)c1ccc(OCc2cccc(C(F)(F)F)c2)cc1O	?	6.3%	0.5%	.	3.4%	1.6%	2.0%
6	CN1CCN(S(=O)(=O)c2ccc3[nH]cc(C(=O)O)c(=O)c3c2)CC1	1.6%	4.3%[38.3 µM]	0.0%	6.8%	-8.9%[46.1 µM]	15.2%	1.6%
7	CC(C)OC(=O)c1c(NS(=O)(=O)c2ccccc2)sc2c1CCCC2	6.1%	20.1%	-1.0%	?	-7.1%[46.1 µM]	2.0%	2.2%
8	Cc1ccc(S(=O)(=O)NC(CC(=O)n2nc(C)cc2C)c2ccccc2)cc1 (configuration not stated)	1.0%	31.6%[38.3 µM]	-2.6%	18.8%	-14.3%[46.1 µM]	-0.1%	-1.1%
9	Cc1ccc(C(=O)NC(=S)Nc2cc(C(F)(F)F)ccc2Cl)cc1	4.3%	-1.9%[38.3 µM]	-1.1%	11.2%	2.0%[46.1 µM]	-8.2%	-7.5%
10	COc1ccc(C(=O)N2CCCC(c3nc(-c4cc(OC)c(OC)c(OC)c4)no3)C2)cc1 (configuration not stated)	0.3%	10.0%[38.3 µM]	-3.0%	0.2%	3.5%[46.1 µM]	-3.0%	-0.2%
11	O=C(NCC1CCCO1)c1nc2c(nnn2Cc2ccccc2Cl)c(=O)[nH]1 (configuration not stated)	7.5%	-3.8%	-1.0%	-3.5%	-16.1%[46.1 µM]	5.4%	-0.1%
12	Cc1ccc(S(=O)(=O)N2CCCC2C(=O)NCc2ccc3c(c2)OCO3)cc1 (configuration not stated)	0.8%	-2.7%	-8.7%	-10.3%[46 µM]	5.3%	-4.0%	-2.6%
13	CCOc1cc(N2CCOCC2)c(OCC)cc1NC(=O)Cn1[nH]c(=O)c2ccccc2c1=O	3.1%&12.3%	2.9%[38.3 µM]	-0.2%&-1.1%	?	-0.3%[46.1 µM]	-6.3%&-4.2%	-1.0%
14	O=[N+]([O-])c1cc(C(F)(F)F)ccc1Sc1nccn1Cc1ccccc1	-7.9%	5.0%[38.3 µM]	-1.2%	0.5%	-22.2%[46.1 µM]	-0.5%	0.1%
15	CCOc1ccccc1C(=O)NC(CO)C(=O)O (configuration not stated)	5.8%	22.7%[38.3 µM]	-2.3%	6.2%	-0.2%[46.1 µM]	7.7%	-1.5%
16	COc1ccc(NC(=O)c2cccc(NC(=O)C(C)C)c2)c([N+](=O)[O-])c1	-15.2%	1.5%	-1.0%	-9.8%	23.3%	-18.0%	-0.9%
17	COc1ccc(CCN(C)CC(O)c2ccccc2)cc1OC (configuration not stated)	14.9%	1.8%	-3.2%	5.9%[46 µM]	18.4%	-4.6%	-10.9%
18	CCOC(=O)C1CCN(C(=O)COc2ccc(N(C)S(=O)(=O)c3ccc(OCC)cc3)cc2)CC1	-7.6%	11.7%	-1.3%	.	-11.6%	9.8%	.
19	CCOC(=O)C1CCCN(C(=O)c2ccccc2Oc2ccccc2)C1 (configuration not stated)	11.1%	-2.5%[38.3 µM]	0.0%	0.4%	-27.4%[46.1 µM]	-23.0%	13.1%
20	O=C(CN(c1ccc2c(c1)OCCO2)S(=O)(=O)c1ccccc1)Nc1ccc2c(c1)OCO2	-7.0%	9.4%[38.3 µM]	0.0%	-22.5%	-18.1%[46.1 µM]	2.3%	-4.5%
21	CCOC(=O)Cc1nn(Cc2ccccc2)c(=O)c2ccccc12	5.6%	8.1%	-1.0%	-4.3%[46 µM]	15.3%	4.4%	5.4%
22	O=[N+]([O-])c1ccc(N2CCCC2)cc1NC1CC1	0.5%	1.0%	0.0%	9.5%	3.1%	-2.2%	1.0%
23	O=C(Cc1ccc(Cl)c(Cl)c1)Nc1ccc2[nH]c(=O)[nH]c2c1	1.3%	5.8%	-2.7%	9.2%[46 µM]	6.6%	5.0%	-1.5%
24	Cc1ccc(S(=O)(=O)N2CCOCC2)cc1NC(=O)COC(=O)CNC(=O)c1ccc(Oc2ccccc2)cc1	-7.6%	19.0%	-0.9%	7.0%	-1.0%	5.4%	-0.5%

# One compound at a time, as listed above.
# Results for Cc1ccc(S(=O)(=O)N2CCOCC2)cc1NC(=O)COC(=O)CNC(=O)c1ccc(Oc2ccccc2)cc1 → CBFb RUNX1 block = -7.6%; IMPase Li inh = 19.0%; Epigenetic reg = -0.9%; Lamin A splicing = 7.0%; NPSR antag = -1.0%; GLA spleen mod = 5.4%; KinaseGlo FLuc = -0.5%
# Results for CN1CCN(S(=O)(=O)c2ccc3[nH]cc(C(=O)O)c(=O)c3c2)CC1 → CBFb RUNX1 block = 1.6%; IMPase Li inh = 4.3%[38.3 µM]; Epigenetic reg = 0.0%; Lamin A splicing = 6.8%; NPSR antag = -8.9%[46.1 µM]; GLA spleen mod = 15.2%; KinaseGlo FLuc = 1.6%

# Later entries.
item	Molecule	CBFb RUNX1 block	IMPase Li inh	Epigenetic reg	Lamin A splicing	NPSR antag	GLA spleen mod	KinaseGlo FLuc
25	Fc1cc(Cl)ccc1NC(=S)NCCN1CCOCC1	-4.0%	-1.8%	-1.9%[10.1 µM]	-20.1%[46 µM]	6.2%	4.6%	-1.6%
26	Cc1cc(NC(=O)C(=O)NCCN2CCN(S(C)(=O)=O)CC2)ccc1Br	7.8%	13.2%	-0.3%	.	23.8%	2.7%	1.8%
27	CCN1CC(=O)Nc2cc(S(=O)(=O)N3CCOCC3)ccc21	5.4%	0.7%	-1.3%	.	7.2%	-4.9%	.
28	N#Cc1c2c(c(NCCN3CCOCC3)n3c1nc1ccccc13)CCCC2	1.9%	-5.2%[38.3 µM]	-2.0%	2.9%	-14.1%[46.1 µM]	5.8%	-1.0%
29	CCCC(O)(c1ccc(OC)cc1)C(CN(C)C)c1ccccc1 (configuration not stated)	0.1%	6.8%[38.3 µM]	-2.0%	7.3%	1.6%[46.1 µM]	-8.4%	2.8%
30	Cc1ccccc1-c1noc(-c2cccs2)n1	1.4%	4.7%	-1.0%	-17.3%	10.8%	-1.3%	-10.1%
31	O=c1c2c([nH]c3ccc(Br)cc13)CCCC2	4.3%	3.0%[38.3 µM]	0.7%	3.5%	-3.3%[46.1 µM]	3.1%	-1.2%
32	Cc1cc(C)c(C(=O)CN2C(=O)NC3(CCC(C)CC3)C2=O)cc1C (configuration not stated)	6.5%	25.8%	-1.5%	6.2%[46 µM]	-10.2%	-8.0%	2.5%
33	O=[N+]([O-])c1cc(/C=N/n2c(-c3ccncc3)n[nH]c2=S)ccc1Cl	?	27.0%	2.1%	-3.1%[46 µM]	16.7%	1.8%	-2.4%
34	CC(=O)Nc1ccc(NC(=S)Nc2ccccc2)cc1	1.4%	12.8%[38.3 µM]	0.0%	-9.8%	-1.4%[46.1 µM]	-17.2%	1.6%
35	CCC1CCCCN1CC(=O)c1c(C)[nH]c2ccccc12 (configuration not stated)	-7.7%	1.8%[38.3 µM]	7.2%	?	-2.3%[46.1 µM]	1.9%	-3.6%
36	COc1ccccc1/C=C1\SC(=S)N(Nc2nc(C)cc(C)n2)C1=O	-12.9%	12.6%[38.3 µM]	-1.1%	12.6%	-13.8%[46.1 µM]	3.5%	-1.0%
37	CCCCCCCCCCCCCCC(C(=O)O)C(O)(CC(=O)OC)C(=O)O (configuration not stated)	.	9.0%	0.3%	-18.6%	.	-3.3%	-2.0%
38	O=C(CN1CCCCCCC1)NC(=O)NC1CCCCC1	10.1%	-1.0%	-5.7%	.	3.6%	-5.5%	-1.5%
39	CC(=O)NC(CC(=O)O)c1ccccc1 (configuration not stated)	-0.3%	.	7.1%	.	25.9%	-7.3%	.
40	CCOC(=O)N1CCC(NCCNC(=O)c2ccco2)CC1	6.2%	10.6%	-0.2%	.	-17.1%	2.5%	-1.0%
41	COc1ccc(/C=N/Nc2nnc(Cc3ccccc3)c(=O)[nH]2)cc1OC	-4.1%	.	-0.3%	.	-2.5%[7.67 µM]	4.9%	.
42	COc1ccc(/C(C#N)=C/c2ccccn2)cc1	4.7%	.	0.1%	.	40.1%	0.1%	.
43	CCCc1nc(SCC(=O)N2CCC(Cc3ccccc3)CC2)c2c(=O)n(C)c(=O)n(C)c2n1	1.2%	51.1%[activator][38.3 µM]	-0.8%	-5.0%	?	-3.4%	3.6%
44	C/C(=N/NC(=O)c1cccs1)c1cccs1	0.2%	.	-2.9%	.	-13.9%	-6.1%	.
45	CN(C)c1ccc(-c2noc(-c3ccccc3O)n2)cc1	5.5%	-23.8%[38.3 µM]	1.8%	0.7%	-10.6%[46.1 µM]	9.1%	?
46	COc1cccc(Cl)c1NC(=O)N1CCc2c([nH]c3ccccc23)C1C(F)(F)F (configuration not stated)	13.9%	.	-0.1%	.	?	-10.7%	.
47	COc1ccc(/C=C/C(=O)NCC(=O)N2CCC(N(C)CCN3CCOCC3)CC2)cc1OC	1.5%	12.1%	0.4%	.	24.0%	2.1%	1.3%
48	CC(=O)Oc1cccc(N2C(=O)C3C4C=CC(C4)C3C2=O)c1 (configuration not stated)	2.2%	-17.0%[38.3 µM]	-7.2%	-1.6%	-2.1%[46.1 µM]	-6.5%	13.6%
49	Cc1c2c(nc3ccccc13)CCC(C)C2 (configuration not stated)	4.4%	23.3%	-1.5%	-3.9%[46 µM]	-3.0%	7.2%	1.1%
50	CC(=O)c1cccc(NC(=O)c2cnn3ccccc23)c1	-3.9%	-2.8%[38.3 µM]	-0.2%	2.4%	2.4%[46.1 µM]	1.2%	?
51	O=C(Nc1ccc(-c2nc3cccnc3s2)cc1)c1ccc(Cl)nc1	9.2%	.	7.1%	.	5.0%	5.8%	.
